Source: PubChem (National Center for Advancing Translational Sciences (NCATS))
PNC assembly inh = High Content Assay for Compounds that inhibit the Assembly of the Perinucleolar Compartment; PC3M PTB-GFP, PNC prevalence imaging, 16 h; active compounds read low; activity change (PNC), negative = inhibition, % at 10 µM; 3.1% of 140,000 active;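 active means readout at or below -70, meaning at least 70% loss of cells showing the perinucleolar compartment, a nuclear body marking cancer cells; inconclusive means readout between -30 and a set limit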;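 further: plate controls were DMSO wells for no effect and camptothecin positive control wells for full effect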
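PC3M cells stably expressing PTB-GFP, 750–1000 cells/well, treated 16 h at 37 °C with compound (23 nl of library stock), in duplicate. After paraformaldehyde fixation and Hoechst stain, imaged at 20x; PNC prevalence scored by image analysis.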
15-hLO-2 inh = qHTS Assay for Inhibitors of 15-hLO-2 (15-human lipoxygenase 2) | Polyunsaturated fatty acid lipoxygenase ALOX15B (Homo sapiens), O15296 | purified 15hLO-2, xylenol orange hydroperoxide absorbance | Potency, µM (highest dose often 57.1 µM), inactives show top-dose activity change, negative = inhibition, usual class: inhibitors | 0.56% of 110,000 active; further: potency means the concentration at half of the fitted maximal effect; nearly all actives have a fitted effect of over 60% in size; many of its hits are not listed in these tables
Target sequence (O15296 whole entry, looked up): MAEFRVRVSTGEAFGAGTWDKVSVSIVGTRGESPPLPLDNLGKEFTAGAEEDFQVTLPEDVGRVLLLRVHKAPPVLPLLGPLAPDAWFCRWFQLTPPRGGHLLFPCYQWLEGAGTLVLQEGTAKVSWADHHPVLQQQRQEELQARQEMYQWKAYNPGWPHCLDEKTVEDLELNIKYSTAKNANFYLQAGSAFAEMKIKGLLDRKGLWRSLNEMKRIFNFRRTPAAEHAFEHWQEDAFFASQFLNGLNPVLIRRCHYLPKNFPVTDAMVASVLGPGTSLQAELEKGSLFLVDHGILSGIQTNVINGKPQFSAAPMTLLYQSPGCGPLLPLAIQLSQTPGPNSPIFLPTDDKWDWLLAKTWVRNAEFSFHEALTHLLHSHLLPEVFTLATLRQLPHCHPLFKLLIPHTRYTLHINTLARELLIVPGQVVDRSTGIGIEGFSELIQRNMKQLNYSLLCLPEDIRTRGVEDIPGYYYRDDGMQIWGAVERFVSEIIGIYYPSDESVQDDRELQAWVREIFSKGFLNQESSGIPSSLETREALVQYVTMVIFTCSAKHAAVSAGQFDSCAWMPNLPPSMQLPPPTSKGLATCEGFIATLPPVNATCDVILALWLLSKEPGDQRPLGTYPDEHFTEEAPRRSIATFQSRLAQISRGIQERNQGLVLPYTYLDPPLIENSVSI
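Purified human 15hLO-2 (50 nM) preincubated 15 min with compound, then 45 uM arachidonic acid for 90 min at RT in 25 mM Hepes pH 7.5, 0.01% Triton X-100. Hydroperoxide detected by Fe-xylenol orange; 573/405 nm absorbance ratio.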
IMPase cell inh = qHTS Assay for Identifying the Cell-Membrane Permeable IMPase Inhibitors; Inositol monophosphatase 1 (Rattus norvegicus), P97697; CHO-M1 cells, IP1 accumulation, HTRF TR-FRET ratio; inhibition (IP1 accumulation), % at 46.1 µM; 120,000 tested, under 10 active; active means well fitted curve in the direction sought with a large enough effect in the signal ratio, not every such curve was filed as active; inconclusive means small, poorly fitted or top-dose-only effect, or a change in a side signal; inactive means no such curve, though single readings can be large or run the other way; the % refers to the signal ratio;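 further: cells stimulated with carbachol in lithium chloride buffer; plate controls were DMSO basal wells for no effect and reference inhibitor wells for full effect; higher means more IMPase inhibition seen as more IP1 and lower FRET ratio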
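Measured: the HTRF emission ratio (665/620 nm) plus the 620 nm donor channel, each fitted to the Hill equation to give AC50. Cells were CHO-M1 given compounds up to 46 uM and a 30 min carbachol stimulation at 37C.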
ALOX12 inhib = qHTS Assay for Inhibitors of 12-hLO (12-human lipoxygenase) | Potency, µM (top dose mostly 57.1 µM), for inactives: top-dose activity change, negative = inhibition, hits mostly inhibitors | purified 12-hLO, xylenol orange hydroperoxide absorbance | AID 1452, 2008 | 0.12% of 150,000 active | Polyunsaturated fatty acid lipoxygenase ALOX12 (Homo sapiens), P18054; further: potency means the concentration at half of the fitted maximal effect; nearly all actives have a fitted effect of over 55% in size; many of its hits are not listed in these tables
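Purified human 12hLO (150 nM), preincubated 15 min with compound, then 40 uM arachidonic acid for 30 min, room temperature, Hepes pH 7.0 with 0.01% Triton X-100. Hydroperoxide detected by ferrous iron/xylenol orange; 573/405 nm absorbance ratio gives reaction progress.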
An asterisk follows results filed as active; ? = inconclusive; . = not tested or not shown; & = joins results of further samples; [ ] = dose if it differs, or a comment. Unless noted, the call rests on the fitted dose curve; in most records, active means well fitted curve in the direction sought with a large enough effect; inconclusive means small, poorly fitted or top-dose-only effect, or another doubt; inactive means no such curve, though single readings can be large; an effect the other way counts as inactive or inconclusive. Unless noted, on the % scale 0 is the no-effect control and ±100 the full control effect. This is a subset (hit frequency here may not be typical).

The first 6 entries (preview)
| cpd | Structure | IMPase cell inh | PNC assembly inh |
| --- | --- | --- | --- |
| 1 | O=C(O)C(Cl)Cl | . | . |
| 2 | O=[N+]([O-])c1ccc2c3c(cccc13)CC2 | . | . |
| 3 | Cc1cccc(N)c1C | . | . |
| 4 | O=[As](O)(O)c1ccc2nc3cc([As](=O)(O)O)ccc3nc2c1 | . | . |
| 5 | O=C(O)CC[N+](=O)[O-] | -1 | . |
| 6 | O=C(CCN1CC2CCC(CC2)C1)c1cccs1 | . | . |

| cpd | ALOX12 inhib | 15-hLO-2 inh |
| --- | --- | --- |
| 1 | -2% | -10% |
| 2 | -26% | -8% |
| 3 | -2% | 9% |
| 4 | 4%[11.4 µM] | -6%[11.4 µM] |
| 5 | 4%&-4% | -5%&2% |
| 6 | 0%[11.4 µM] | -7%[11.4 µM] |

The list itself, from the first entry:
| cpd | Structure | IMPase cell inh | PNC assembly inh |
| --- | --- | --- | --- |
| 1 | O=C(O)C(Cl)Cl | . | . |
| 2 | O=[N+]([O-])c1ccc2c3c(cccc13)CC2 | . | . |
| 3 | Cc1cccc(N)c1C | . | . |
| 4 | O=[As](O)(O)c1ccc2nc3cc([As](=O)(O)O)ccc3nc2c1 | . | . |
| 5 | O=C(O)CC[N+](=O)[O-] | -1 | . |
| 6 | O=C(CCN1CC2CCC(CC2)C1)c1cccs1 | . | . |
| 7 | CC(=O)N1CC(=O)Nc2ccc(Cl)cc2C1c1ccc(F)cc1 (stereo not drawn) | -2 | ? |
| 8 | CCCCCOc1c(OC)ccc2cc(C(=O)NCc3ccc4c(c3)OCO4)c(=O)[nH]c12 | . | . |
| 9 | CC(Cc1ccccc1)[n+]1cc(/N=C(\N)[O-])on1 (stereo not drawn) | 6 | -5 |
| 10 | O=C(O)C(O)(c1ccccc1)C1CCCC1 (stereo not drawn) | 5 | 15 |
| 11 | Cc1nccc2c1[nH]c1ccccc12 | -5 | . |
| 12 | CN(C)CCCNc1c2c(nc3ccc(Cl)cc13)CCCC2 | . | . |
| 13 | CCOP(=O)(OCC)C(NC(=O)c1ccccc1C)C(Cl)(Cl)Cl (stereo not drawn) | 21 | -15 |
| 14 | NC(=O)c1cc([N+](=O)[O-])cc([N+](=O)[O-])c1 | . | . |
| 15 | COc1ccc(C(=O)Nc2ccccc2-c2nnn(CC(=O)Nc3ccc4c(c3)OCCO4)n2)cc1 | 3 | ? |

| cpd | ALOX12 inhib | 15-hLO-2 inh |
| --- | --- | --- |
| 1 | -2% | -10% |
| 2 | -26% | -8% |
| 3 | -2% | 9% |
| 4 | 4%[11.4 µM] | -6%[11.4 µM] |
| 5 | 4%&-4% | -5%&2% |
| 6 | 0%[11.4 µM] | -7%[11.4 µM] |
| 7 | 2% | 2% |
| 8 | 4%[0.00818 µM] | 22%[0.0915 µM] |
| 9 | -5% | 0% |
| 10 | -3% | -6% |
| 11 | -5% | 33%[activator] |
| 12 | 0%[11.4 µM] | 10%[11.4 µM] |
| 13 | -3% | . |
| 14 | 1% | -2% |
| 15 | 0% | ? |

Next part:
| cpd | Structure | IMPase cell inh | PNC assembly inh |
| --- | --- | --- | --- |
| 16 | O=C1CN=C(c2ccccc2)c2ccccc2N1Cc1ccc(C(F)(F)F)cc1 | 13 | -15 |
| 17 | O=c1[nH]c(=O)n(Cc2ccccc2)c(O)c1C=NCCN1CCNCC1 | -5 | 8 |
| 18 | C/C=C(/C)C(=O)O[C@H]1C(C)=C2[C@H]([C@@H]1OC(=O)CCCCCCC)[C@@](C)(OC(C)=O)C[C@H](OC(=O)CCC)[C@@]1(O)[C@H]2OC(=O)[C@@]1(C)O | . | . |
| 19 | Cc1ccccc1Cc1c(C)nc2nc(SCC(=O)N3CCC4(CC3)OCCO4)nn2c1C | 5 | -1 |
| 20 | c1ccc2c(CN3CCN(C4CCCCC4)CC3)c[nH]c2c1 | 5 | 9 |
| 21 | COc1ccc2nc(/N=C/c3c(O)n(-c4cccc(Cl)c4)c(=O)[nH]c3=O)sc2c1 | 2 | 18 |
| 22 | NC(=O)CN1CCCC1=O | 3[20.6 µM] | 32 |
| 23 | Cc1ccc(N2C(=O)CC(=O)NC2=O)cc1 | -7 | 13 |
| 24 | Cc1cc(NC(=O)COC(=O)c2c(C)nn(Cc3ccccc3)c2Cl)no1 | 14 | 4 |
| 25 | c1ccc2c(CN3CCCCCCC3)c[nH]c2c1 | 9 | -13 |
| 26 | CC(C)(C)n1cccc1/C=C1\C(=O)NC(=O)N(c2ccccc2)C1=O | . | -10 |
| 27 | Cn1c(O)c(C=Nc2ccc(Cl)cc2)c(=O)n(C)c1=O | 7 | 33 |
| 28 | O=C(O)C1CSC(c2cccnc2)N1 (stereo not drawn) | 9 | 13 |
| 29 | CC(C)n1c(=O)c(C=Nc2ccc(Br)cc2)c(O)n(Cc2ccco2)c1=O | . | 9 |
| 30 | O=C1NC(=O)[C@]2(Cc3ccccc3N3CCN(c4ccccc4)CC32)C(=O)N1Cc1ccccc1 (stereo partly drawn) | -1 | -17 |

| cpd | ALOX12 inhib | 15-hLO-2 inh |
| --- | --- | --- |
| 16 | 1% | 1% |
| 17 | -3% | 19%[2.29 µM] |
| 18 | -9%[0.00818 µM] | 10%[0.0915 µM] |
| 19 | 0% | 1% |
| 20 | -6% | 31%[activator] |
| 21 | 4% | . |
| 22 | -2% | -5% |
| 23 | -15% | 8% |
| 24 | 2% | -14% |
| 25 | -3% | -7% |
| 26 | 3% | . |
| 27 | -4% | 14% |
| 28 | 0% | 10% |
| 29 | -3% | . |
| 30 | -18% | 32µM* |

Given as tab-separated lines: four of the compounds above
item	Structure	IMPase cell inh	PNC assembly inh	ALOX12 inhib	15-hLO-2 inh
18	C/C=C(/C)C(=O)O[C@H]1C(C)=C2[C@H]([C@@H]1OC(=O)CCCCCCC)[C@@](C)(OC(C)=O)C[C@H](OC(=O)CCC)[C@@]1(O)[C@H]2OC(=O)[C@@]1(C)O	.	.	-9%[0.00818 µM]	10%[0.0915 µM]
19	Cc1ccccc1Cc1c(C)nc2nc(SCC(=O)N3CCC4(CC3)OCCO4)nn2c1C	5	-1	0%	1%
20	c1ccc2c(CN3CCN(C4CCCCC4)CC3)c[nH]c2c1	5	9	-6%	31%[activator]
21	COc1ccc2nc(/N=C/c3c(O)n(-c4cccc(Cl)c4)c(=O)[nH]c3=O)sc2c1	2	18	4%	.

Part of the list above, showing only IMPase cell inh, PNC assembly inh and 15-hLO-2 inh:
No. | SMILES | IMPase cell inh | PNC assembly inh | 15-hLO-2 inh
21 | COc1ccc2nc(/N=C/c3c(O)n(-c4cccc(Cl)c4)c(=O)[nH]c3=O)sc2c1 | 2 | 18 | .
29 | CC(C)n1c(=O)c(C=Nc2ccc(Br)cc2)c(O)n(Cc2ccco2)c1=O | . | 9 | .
26 | CC(C)(C)n1cccc1/C=C1\C(=O)NC(=O)N(c2ccccc2)C1=O | . | -10 | .

Given with tabs: two of the compounds above.
cpd	SMILES	IMPase cell inh	PNC assembly inh	ALOX12 inhib	15-hLO-2 inh
28	O=C(O)C1CSC(c2cccnc2)N1 (stereo not drawn)	9	13	0%	10%
29	CC(C)n1c(=O)c(C=Nc2ccc(Br)cc2)c(O)n(Cc2ccco2)c1=O	.	9	-3%	.

(continued)
| cpd | Structure | IMPase cell inh | PNC assembly inh |
| --- | --- | --- | --- |
| 31 | COc1cc2[nH]c(=O)n(-c3cccc(Cl)c3)c(=O)c2cc1OC | -2 | ? |
| 32 | CC(=O)OC1C2CCC3C1(CC(O)[C@@]1(O)[C@@H](CC(O)C1(C)C)[C@]3(C)O)C[C@@]2(C)O (stereo partly drawn) | . | . |
| 33 | Cc1cc(/C=C2/C(=O)NC(=O)N(Cc3ccco3)C2=O)c(C)n1-c1ccccc1 | . | 7 |
| 34 | OC1CCCCC1N1CCC(c2ccccc2)CC1 (stereo not drawn) | . | ? |
| 35 | COc1ccc(C=O)cc1O | . | 14 |
| 36 | CC1(C)N([O-])[N+](=O)C1(C)Br (stereo not drawn) | . | . |

| cpd | ALOX12 inhib | 15-hLO-2 inh |
| --- | --- | --- |
| 31 | 0% | -1% |
| 32 | -2% | -3% |
| 33 | -17% | . |
| 34 | 1%&5% | 11% |
| 35 | 0% | . |
| 36 | -16% | 5% |
